USP1 inh: Inhibitors of USP1/UAF1: Primary Screen. Potency, µM (titrated, usually from 57.1 µM), inactives show at the highest dose activity change, negative = inhibition, hits mostly inhibitors. 390,000 tested, 0.23% active. Ubiquitin carboxyl-terminal hydrolase 1 (Homo sapiens), O94782. recombinant USP1/UAF1, Ub-Rhodamine cleavage fluorescence; note: potency is the fitted concentration of half-maximal effect; % is set by controls: 0 for no effect and ±100 for the full control effect; nearly all actives have a fitted effect of over 60% in size; inactives centre near -12
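1 nM enzyme complex + cpd, 15 min RT; start with Ub-Rho 150nM final; kinetic fluorescence ex 480/em 540, 6 reads q60 s. Buffer 50mM HEPES pH 7.8, 0.5mM EDTA, 0.1 mg/ml BSA, 1mM TCEP, 0.01% Tween-20.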
TrxR1 substrate: qHTS Assay for Substrates of Mammalian Selenoprotein Thioredoxin Reductase 1 (TrxR1): qHTS | purified TrxR1 substrate turnover, NADPH consumption readout | AID 588456, 2011 | Thioredoxin reductase 1, cytoplasmic (Rattus norvegicus), O89049 | 390,000 tested, 0.01% active | Potency, µM (series often up to 114 µM), without a hit: top-dose activity change, negative = substrate turnover; note: potency is the fitted concentration of half-maximal effect; % is set by controls: 0 for no effect and ±100 for the full control effect; nearly all actives have a fitted effect of over 50% in size
Target sequence (O89049 whole entry, looked up): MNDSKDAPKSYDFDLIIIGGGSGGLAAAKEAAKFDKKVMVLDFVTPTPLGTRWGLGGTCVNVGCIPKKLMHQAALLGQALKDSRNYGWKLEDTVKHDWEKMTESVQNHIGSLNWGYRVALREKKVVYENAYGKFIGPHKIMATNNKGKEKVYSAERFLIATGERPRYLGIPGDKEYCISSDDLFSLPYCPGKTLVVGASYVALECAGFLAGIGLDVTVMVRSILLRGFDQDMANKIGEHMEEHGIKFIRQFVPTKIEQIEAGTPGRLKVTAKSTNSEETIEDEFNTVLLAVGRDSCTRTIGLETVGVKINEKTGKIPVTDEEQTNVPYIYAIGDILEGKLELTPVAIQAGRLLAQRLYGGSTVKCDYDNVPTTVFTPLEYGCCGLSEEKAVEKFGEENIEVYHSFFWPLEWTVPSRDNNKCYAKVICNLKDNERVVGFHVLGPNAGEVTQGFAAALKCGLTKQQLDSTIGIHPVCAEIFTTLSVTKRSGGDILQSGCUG
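Rat TrxR1, dispensed at 90 nM, was prereduced with 400 uM NADPH (final) for 5 min at ~22 deg C, then incubated with compound 15 min before 400 uM selenite. A first-read NADPH fluorescence drop versus no-compound background flagged substrates.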
RGS4 inh: Inhibitors of Regulator of G Protein Signaling (RGS) 4: qHTS. Regulator of G-protein signaling 4 (Homo sapiens), P49798. Transcreener GDP fluorescence polarization, RGS4-accelerated GTP hydrolysis. Potency, µM (doses to about 114 µM), for inactives: at the highest dose activity change, negative = inhibition, hits mostly inhibitors. 390,000 tested, 0.039% active; note: potency is the fitted concentration of half-maximal effect; % is set by controls: 0 for no effect and ±100 for the full control effect; nearly all actives have a fitted effect of over 75% in size; some results filed as inactive show a strong effect at the top dose
Target sequence (P49798 whole entry, looked up): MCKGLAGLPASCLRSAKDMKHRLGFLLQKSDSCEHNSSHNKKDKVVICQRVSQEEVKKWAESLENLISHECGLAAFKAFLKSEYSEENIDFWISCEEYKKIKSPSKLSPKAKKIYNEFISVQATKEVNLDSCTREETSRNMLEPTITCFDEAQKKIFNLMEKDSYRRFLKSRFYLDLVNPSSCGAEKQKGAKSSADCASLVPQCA
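MLSMR compounds (23 nl, pin-transferred) preincubated 10 min at room temperature with a 500nM (2x) first reagent, then RGS4 at 900nM (2x) plus Transcreener GDP mix added; fluorescence polarization (620/688 nm) read before and after 90 min at 30 °C.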
LDHA block: qHTS assay for inhibitors of human lactate dehydrogenase | L-lactate dehydrogenase A chain (Homo sapiens), P00338 | purified LDHA, NADH/diaphorase-resazurin fluorescence; stronger effect = lower value | activity change, % (values are at about 110 or 230 µM) | 480,000 tested, 0.15% active; in the data active = activity change below about -30%; inconclusive = mostly about -25% to -30%;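 note: plate controls were DMSO wells for no effect and wells without enzyme for full effect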
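Human LDH5 (2 nM) was incubated with 0.06 mM NADH and 0.2 mM pyruvate for 5 min at room temperature in Tris pH 7.4. Remaining NADH was coupled through diaphorase/resazurin, and resorufin fluorescence was read at 0 and 20 min.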
Vif-APOBEC3G blk: qHTS for Inhibitors of Vif-A3G Interactions: qHTS; DNA dC->dU-editing enzyme APOBEC-3G (Homo sapiens), Q9HC16; HeLa A3G-eYFP + Vif (tagged APOBEC3G with the HIV-1 protein that degrades it), YFP fluorescence, overnight; Potency, µM (titrated, usually from 46.1 µM), for inactives: top-dose activity, negative = active, most hits filed as inhibitors; 410,000 tested, 0.076% active; AID 602310, 2012;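 note: potency is the fitted concentration of half-maximal effect; % is set by controls: 0 for no effect and ±100 for the full control effect; nearly all actives have a fitted effect of over 60% in size; hits raise eYFP signal because A3G escapes Vif-driven loss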
Target sequence (Q9HC16 whole entry, looked up): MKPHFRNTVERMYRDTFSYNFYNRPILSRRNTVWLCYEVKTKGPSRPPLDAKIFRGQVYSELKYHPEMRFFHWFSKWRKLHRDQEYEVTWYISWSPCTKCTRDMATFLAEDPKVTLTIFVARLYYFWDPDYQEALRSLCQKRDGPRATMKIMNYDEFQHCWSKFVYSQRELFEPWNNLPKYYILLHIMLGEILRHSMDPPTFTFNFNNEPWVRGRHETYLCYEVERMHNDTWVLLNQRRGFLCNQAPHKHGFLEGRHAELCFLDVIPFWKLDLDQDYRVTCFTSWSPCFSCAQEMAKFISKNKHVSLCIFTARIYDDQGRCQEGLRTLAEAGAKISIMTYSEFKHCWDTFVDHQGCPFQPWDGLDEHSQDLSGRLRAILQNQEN
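HeLa cells stably expressing Vif and C-terminally eYFP-tagged A3G, seeded overnight at 37 deg C, then exposed to compound by pintool overnight at 37 deg C. Rise in yellow fluorescence (Ex 488/Em 500-530, Acumen) marks blocked Vif-driven A3G degradation.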
mIDH1 inhibitor: qHTS for Inhibitors of mutant isocitrate dehydrogenase 1 (IDH1): qHTS. AID 602179, 2012. Potency, µM (doses to about 76.6 µM), for the others: at the highest dose activity change, negative = inhibition, actives largely listed as inhibitors. 390,000 tested, 0.093% active. IDH1-R132H enzyme, NADPH consumption, diaphorase/resazurin fluorescence. Isocitrate dehydrogenase [NADP] cytoplasmic (Homo sapiens), O75874; note: potency is the fitted concentration of half-maximal effect; % is set by controls: 0 for no effect and ±100 for the full control effect; nearly all actives have a fitted effect of over 65% in size
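IDH1-R132H (0.5 ug/mL) preincubated 30 min with compound, then NADPH (0.016 mM) and alpha-KG (2 mM) added; 80 min at RT, pH 7.5. Remaining NADPH coupled via diaphorase/resazurin to fluorescence (540/590 nm); concentration-response curves normalized to no-enzyme control.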
Glioma ERSR ind: qHTS for Inducers of the Endoplasmic Reticulum Stress Response (ERSR) in Human Glioma: qHTS. U87-MG GRP78 promoter luciferase reporter, 16 h. Potency, µM, for inactives: top-dose activation, hits mostly activators. AID 602332, 2012. 420,000 tested, 0.02% active; note: potency is the fitted concentration of half-maximal effect; series mostly up to about 76 µM; % of control where 0% means no effect; nearly all actives have a fitted effect of over 35% in size
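Stably transfected U87-MG glioma cells carrying a GRP78-based luciferase sensor; 16 h compound incubation. Luminescence end-point read 10 min after Bright-Glo addition at room temperature.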
Vif-APOBEC3F blk: qHTS for Inhibitors of Vif-A3F Interactions: qHTS. Potency, µM (titrated, usually from 46.1 µM), for the others: at the highest dose activity, negative = active. HeLa A3F-eYFP + Vif (tagged APOBEC3F with the HIV-1 protein that degrades it), YFP fluorescence increase. 390,000 tested, 0.2% active; note: potency is the fitted concentration of half-maximal effect; % of control where 0% means no effect; nearly all actives have a fitted effect of over 65% in size
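Fluorescence increase (Ex 488/Em 500-530) after overnight compound treatment at 37 deg C flags inhibition of Vif-driven A3F-eYFP loss in stable HeLa A3F-eYFP/Vif cells seeded overnight beforehand.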
TrxR1 inh: qHTS Assay for Inhibitors of Mammalian Selenoprotein Thioredoxin Reductase 1 (TrxR1): qHTS; AID 588453, 2011; 390,000 tested, 1% active; Potency, µM (top dose mostly 114 µM), for the others: top-dose activity change, negative = inhibition, hits mostly inhibitors; Thioredoxin reductase 1, cytoplasmic (Rattus norvegicus), O89049; recombinant rTrxR1, NADPH fluorescence consumption, selenite substrate; note: potency is the fitted concentration of half-maximal effect; % is set by controls: 0 for no effect and ±100 for the full control effect; nearly all actives have a fitted effect of over 65% in size
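Rat TrxR1 (90 nM in the dispensed reagent) was pre-reduced with 400 uM NADPH for 5 min at room temperature, then incubated with compound for 15 min. After 400 uM selenite was added, NADPH fluorescence (Ex 340/Em 450 nm) was followed for 8 min.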
An asterisk follows results filed as active; [ ] = dose if it differs, or a comment. Unless noted, calls come from the whole dose curve; as a rule, active = well fitted curve in the direction sought with a large enough effect; inconclusive = small, poorly fitted or top-dose-only effect, or another doubt; inactive = no such curve, though single readings can be large; an effect the other way counts as inactive or inconclusive.

How did O=C(CCCCCn1c(=S)[nH]c2ccc(Br)cc2c1=O)NCC1CCCO1 (stereo unspecified) do in these assays?
USP1 inh: -25%; TrxR1 substrate: 1%; RGS4 inh: -22%; LDHA block: 0; Vif-APOBEC3G blk: -7%; mIDH1 inhibitor: -1%; Glioma ERSR ind: -3%; Vif-APOBEC3F blk: -6%; TrxR1 inh: -8%

What do the screens show for `O=C(c1cnn(-c2cccc(F)c2)c1)c1ccccc1O`?
USP1 inh: -22%; TrxR1 substrate: -5%; RGS4 inh: -17%[56.9 µM]; LDHA block: -6; Vif-APOBEC3G blk: -1%; mIDH1 inhibitor: -12%; Glioma ERSR ind: -1%; Vif-APOBEC3F blk: 7%; TrxR1 inh: 11%

Results for Cc1sc2nc(-c3cccnc3)[nH]c(=O)c2c1-c1ccccc1 ?
USP1 inh: -19%; TrxR1 substrate: 2%; RGS4 inh: 13%; LDHA block: -9; Vif-APOBEC3G blk: -7%; mIDH1 inhibitor: -1%; Glioma ERSR ind: -1%; Vif-APOBEC3F blk: 0%; TrxR1 inh: -14%

What do the screens show for `CCn1cc(C(=O)OC(C)C(=O)Nc2c(C)n(C)n(-c3ccccc3)c2=O)c(=O)c2ccc(C)nc21` (stereo unspecified)?
USP1 inh: -2%; TrxR1 substrate: -12%; RGS4 inh: 7%; LDHA block: 4; Vif-APOBEC3G blk: -4%; mIDH1 inhibitor: -1%; Glioma ERSR ind: 0%; Vif-APOBEC3F blk: -6%; TrxR1 inh: 5%[57.1 µM]

How did CN(CC(=O)Nc1ccc(S(=O)(=O)N(C)C)cc1)Cc1ccc(C(F)(F)F)cc1 do in these assays?
USP1 inh: -9%; TrxR1 substrate: 2%[57.1 µM]; RGS4 inh: -13%; LDHA block: 1; Vif-APOBEC3G blk: 2%; mIDH1 inhibitor: 3%; Glioma ERSR ind: -3%; Vif-APOBEC3F blk: -6%; TrxR1 inh: 20%[57.1 µM]

How did CN(C)CCNC(=O)CNC(=S)N(Cc1ccccc1)Cc1ccccc1F do in these assays?
USP1 inh: -5%; TrxR1 substrate: 6%[57.1 µM]; RGS4 inh: 0%; LDHA block: -6; Vif-APOBEC3G blk: 1%; mIDH1 inhibitor: 7%; Glioma ERSR ind: -5%; Vif-APOBEC3F blk: 1%; TrxR1 inh: 11%[57.1 µM]

Results for C/C(=N\NC(=O)CC(C)C)c1ccc(N2CCCCC2)cc1 ?
USP1 inh: -16%; TrxR1 substrate: 10%; RGS4 inh: -27%; LDHA block: -1; Vif-APOBEC3G blk: 0%; mIDH1 inhibitor: 2%; Glioma ERSR ind: 2%; Vif-APOBEC3F blk: -6%; TrxR1 inh: 13%

How did Cc1ccc2c(c1)N(C(C)C(=O)NCCc1ccccc1)C(=O)CO2 (stereo unspecified) do in these assays?
USP1 inh: -25%; TrxR1 substrate: 4%; RGS4 inh: -11%; LDHA block: -4; Vif-APOBEC3G blk: 0%; mIDH1 inhibitor: 5%; Glioma ERSR ind: 3%; Vif-APOBEC3F blk: -5%; TrxR1 inh: 16%

Results for C#CCSc1nnc(-c2c[nH]c3ccccc23)n1C ?
USP1 inh: -19%; TrxR1 substrate: -3%[57.1 µM]; RGS4 inh: -5%; LDHA block: -6; Vif-APOBEC3G blk: 4%; mIDH1 inhibitor: 8%; Glioma ERSR ind: 6%; Vif-APOBEC3F blk: -5%; TrxR1 inh: 13%[57.1 µM]

What do the screens show for `CC1CN(S(=O)(=O)c2ccc(NC(=O)CCN3C(=O)c4ccccc4C3=O)cc2)CC(C)O1` (stereo unspecified)?
USP1 inh: -22%; TrxR1 substrate: 1%; RGS4 inh: 7%; LDHA block: -4; Vif-APOBEC3G blk: -2%; mIDH1 inhibitor: -2%; Glioma ERSR ind: -3%; Vif-APOBEC3F blk: inconclusive; TrxR1 inh: 7%

What do the screens show for `COc1ccc(S(=O)(=O)N2CCC(C(=O)NCCN3CCOCC3)CC2)cc1C`?
USP1 inh: -12%; TrxR1 substrate: -3%; RGS4 inh: -44%; LDHA block: -2; Vif-APOBEC3G blk: -3%; mIDH1 inhibitor: 1%; Glioma ERSR ind: -5%; Vif-APOBEC3F blk: -1%; TrxR1 inh: 0%[57.1 µM]

What do the screens show for `COc1ccc(OCC(=O)NCc2ccc(Cl)cc2)cc1`?
USP1 inh: -13%; TrxR1 substrate: -7%; RGS4 inh: -1%; LDHA block: -1; Vif-APOBEC3G blk: 7%; mIDH1 inhibitor: -1%; Glioma ERSR ind: -5%; Vif-APOBEC3F blk: 6%; TrxR1 inh: 11%

What do the screens show for `CS(=O)(=O)Nc1ccc(-c2nnc3n2CCCCC3)cc1`?
USP1 inh: -10%; TrxR1 substrate: 9%; RGS4 inh: 5%; LDHA block: -6; Vif-APOBEC3G blk: 1%; mIDH1 inhibitor: 10%; Glioma ERSR ind: -1%; Vif-APOBEC3F blk: 3%; TrxR1 inh: 35%

Results for O=C(NCc1ccc2c(c1)OCO2)C1CCCN(S(=O)(=O)c2cccc3nonc23)C1 (stereo unspecified) ?
USP1 inh: -17%; TrxR1 substrate: 8%[57.1 µM]; RGS4 inh: -13%[11.4 µM]; LDHA block: -8; Vif-APOBEC3G blk: 0%; mIDH1 inhibitor: 9%; Glioma ERSR ind: -10%; Vif-APOBEC3F blk: 0%; TrxR1 inh: 10%[57.1 µM]

Results for C[C@@H]1CN([C@@H](C)CO)C(=O)c2cc(Br)cnc2O[C@H]1CN(C)C(=O)NC1CCCC1 ?
USP1 inh: -23%; LDHA block: -1; Vif-APOBEC3G blk: -3%; mIDH1 inhibitor: -4%; Glioma ERSR ind: -4%; Vif-APOBEC3F blk: -3%

Results for COc1ccc(Cl)cc1NC(=O)CN(C)C(=O)C1COc2ccccc2O1 (stereo unspecified) ?
USP1 inh: -15%; TrxR1 substrate: -1%; RGS4 inh: -23%; LDHA block: 4; Vif-APOBEC3G blk: -10%; mIDH1 inhibitor: 4%; Glioma ERSR ind: -7%; Vif-APOBEC3F blk: -10%; TrxR1 inh: 6%

What do the screens show for `COc1nc(OC)nc(Oc2ccc([N+](=O)[O-])cc2Cl)n1`?
USP1 inh: -17%; TrxR1 substrate: -2%[57.1 µM]; RGS4 inh: -1%; LDHA block: -4; Vif-APOBEC3G blk: -5%; mIDH1 inhibitor: 0%; Glioma ERSR ind: 0%; Vif-APOBEC3F blk: 1%; TrxR1 inh: 2%

How did CCOC(=O)C1CCN(C(=O)c2cccnc2Cl)CC1 do in these assays?
USP1 inh: -10%; TrxR1 substrate: 10%; RGS4 inh: 8%; LDHA block: -7; Vif-APOBEC3G blk: 1%; mIDH1 inhibitor: 4%; Glioma ERSR ind: -3%; Vif-APOBEC3F blk: -9%; TrxR1 inh: 21%

Results for COC(=O)c1ccc(CN(C)S(=O)(=O)c2cccs2)cc1 ?
USP1 inh: -17%; TrxR1 substrate: -1%; RGS4 inh: -23%; LDHA block: -12; Vif-APOBEC3G blk: -4%; mIDH1 inhibitor: 5%; Glioma ERSR ind: 6%; Vif-APOBEC3F blk: -26%; TrxR1 inh: 11%[0.457 µM]

How did CCOC(=O)CCC(NC(=O)CCC(=O)NC(CCC(=O)OCC)C(=O)OCC)C(=O)OCC (stereo unspecified) do in these assays?
USP1 inh: -5%; TrxR1 substrate: 3%; RGS4 inh: -2%; LDHA block: -9; Vif-APOBEC3G blk: -1%; mIDH1 inhibitor: -2%; Glioma ERSR ind: -5%; Vif-APOBEC3F blk: -1%; TrxR1 inh: 4%

Results for CC(=O)c1cc(-c2ccc(F)cc2)n(CCC(=O)NCc2ccccc2C)c1C ?
USP1 inh: -18%; TrxR1 substrate: -3%; RGS4 inh: 8%; LDHA block: -5; Vif-APOBEC3G blk: 1%; mIDH1 inhibitor: -8%; Glioma ERSR ind: -3%; Vif-APOBEC3F blk: 0%; TrxR1 inh: 13%

What do the screens show for `Cn1c(CCNS(=O)(=O)c2ccccc2)nc2cc([N+](=O)[O-])ccc21`?
USP1 inh: -7%; TrxR1 substrate: -6%; RGS4 inh: 6%; LDHA block: -5; Vif-APOBEC3G blk: 4%; mIDH1 inhibitor: 14%; Glioma ERSR ind: -4%; Vif-APOBEC3F blk: -4%; TrxR1 inh: -3%

Screening results deposited in PubChem by National Center for Advancing Translational Sciences (NCATS).

A portion of the library. The share of hits here may be higher or lower than overall.
